# C1s inh = blocks human complement C1s protease activity; purified C1s, fluorogenic AMC substrate, pooled mixtures; actives 0.16% (n = 62,000); mean inhibition % of two 10-compound mixtures (stronger effect = higher value), % at 5 µM (by protocol); P09871;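 active = inhibition above 20% in each of the two 10-compound mixture wells holding the compound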;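 also: 0% = enzyme wells lacking compound mixture and 100% = no-enzyme blank wells; some compounds called inactive have numbers as strong as hits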
# Cdc25B block = inhibitors of human Cdc25B phosphatase | P30305 | recombinant Cdc25B, OMFP fluorescence Ex485/Em525 | inhibition, %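 (compounds tested at 10 µM final in the well)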 | actives 0.1% (n = 65,000); in the data active = inhibition above about 50%
# FXIa mix inh = blocks human factor XIa in pooled compound mixtures; purified FXIa, fluorogenic substrate; actives 0.19% (n = 62,000); P03951; inhibition, % at 5 µM;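 also: each value is inhibition by a whole ten-compound pool holding the compound; 0% = enzyme with no mixture and 100% = wells lacking enzyme; strong numbers were not always called active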
# Target sequence (P03951 19-387 limits assumed): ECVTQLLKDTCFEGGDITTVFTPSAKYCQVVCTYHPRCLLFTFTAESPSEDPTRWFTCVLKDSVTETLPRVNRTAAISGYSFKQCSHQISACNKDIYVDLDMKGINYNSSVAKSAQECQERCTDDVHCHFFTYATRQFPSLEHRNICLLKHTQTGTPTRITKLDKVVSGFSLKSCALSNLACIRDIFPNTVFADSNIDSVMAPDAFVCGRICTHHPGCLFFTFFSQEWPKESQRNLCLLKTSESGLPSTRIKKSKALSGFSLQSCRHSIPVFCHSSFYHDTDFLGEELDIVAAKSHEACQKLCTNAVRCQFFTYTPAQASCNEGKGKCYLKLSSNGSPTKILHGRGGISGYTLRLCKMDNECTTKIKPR
# Target sequence (P03951 388-625 limits assumed): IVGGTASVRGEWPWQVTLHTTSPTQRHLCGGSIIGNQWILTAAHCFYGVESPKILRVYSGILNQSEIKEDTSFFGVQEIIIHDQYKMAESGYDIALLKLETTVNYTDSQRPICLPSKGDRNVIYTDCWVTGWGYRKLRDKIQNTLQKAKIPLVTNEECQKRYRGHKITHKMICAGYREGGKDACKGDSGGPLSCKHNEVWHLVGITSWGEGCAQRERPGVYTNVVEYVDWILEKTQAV
# FXIIa mix inh = blocks human factor XIIa in pooled compound mixtures; P00748; purified FXIIa, fluorogenic substrate; inhibition, % at 5 µM; actives 0.2% (n = 62,000);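 also: 0% = enzyme without compound and 100% = no enzyme blank; some results filed as inactive read as strong as hits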
# CatL block = blocks human cathepsin L protease activity. P07711. inhibition, %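 (tested at 10 µM)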. actives 0.17% (n = 58,000). purified cathepsin L, fluorogenic substrate, fluorescence; in the data active = inhibition above about 45%;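 also: 0% = enzyme with no compound and 100% = no enzyme blank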
# Target sequence (P07711 114-288 limits assumed): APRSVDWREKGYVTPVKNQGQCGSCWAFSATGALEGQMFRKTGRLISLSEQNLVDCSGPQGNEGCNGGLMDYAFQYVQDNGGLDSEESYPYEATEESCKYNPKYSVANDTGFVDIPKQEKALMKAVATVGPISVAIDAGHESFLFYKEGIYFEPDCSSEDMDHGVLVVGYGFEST
# Target sequence (P07711 292-333 limits assumed): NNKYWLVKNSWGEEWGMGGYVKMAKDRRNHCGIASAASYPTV
# Cathepsin G inh = blocks human cathepsin G enzyme activity; purified enzyme, AMC-tetrapeptide fluorescence, pooled mixtures; actives 0.2% (n = 62,000); inhibition, % at 5 µM (by protocol); P08311;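 active = inhibition above 20% in each of the two mixture wells holding the compound; inactive = inhibition of 20% or less in either well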;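 also: 0% = enzyme control without mixture and 100% = blank lacking enzyme; strong numbers were not always called active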
# Target sequence (P08311 21-244 limits assumed): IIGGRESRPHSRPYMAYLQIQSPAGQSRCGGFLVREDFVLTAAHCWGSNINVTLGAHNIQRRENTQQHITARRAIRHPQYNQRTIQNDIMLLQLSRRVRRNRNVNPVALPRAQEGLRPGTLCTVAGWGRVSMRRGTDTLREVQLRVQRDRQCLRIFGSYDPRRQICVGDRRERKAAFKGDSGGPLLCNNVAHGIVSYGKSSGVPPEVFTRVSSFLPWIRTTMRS
# DUSP1 inh = blocks human MKP-1 phosphatase activity; P28562; recombinant MKP-1, OMFP hydrolysis fluorescence; inhibition, %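 (compounds tested at a single concentration somewhere between 10 and 100 µM)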; actives 0.15% (n = 65,000);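 active = inhibition above about 50%, limit read from the data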;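 also: 0% = DMSO max control wells and 100% = wells with enzyme stopped by NaOH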
# Hsp90 block = displaces geldanamycin probe from tumor Hsp90 | P07900 | NCI-N417 lysate Hsp90, Cy3B-geldanamycin FP displacement | inhibition, % at 30 µM | actives 0.35% (n = 64,000) | AID 429;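 active = inhibition above 50%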;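 also: 0% = tracer plus lysate wells and 100% = tracer alone without lysate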
# HTR1A agonist = activates the human 5-HT1a serotonin receptor; CHO 5-HT1a Ga15 NFAT-bla reporter, FRET ratio; 0% basal, 100% maximal reference agonist; activation, % at 10 µM; actives 0.56% (n = 65,000); AID 567;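 active = activation above the screen-wide mean activation plus 3 SD, cut at about 19% in these data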;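 also: 0% = DMSO wells and 100% = 5-CT at EC100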
# * hit, by the source's call; / = not tested or not shown. Rule as the data show it, unless noted: active = inhibition above about 20% (passing the limit was not always enough); inactive = the rest.
SMILES,C1s inh,Cdc25B block,FXIa mix inh,FXIIa mix inh,CatL block,Cathepsin G inh,DUSP1 inh,Hsp90 block,HTR1A agonist
CCOc1cc(/C=N/O)cc(Br)c1OC,11.1,-7.4,11.2,1.1,2.2,8.2,5.5,-1.9,-4.6
Cc1cc(-n2nnc3ccccc32)nc2ccccc12,-3.1,-1.5,12.2,5.8,11.5,1.7,-1.4,-1.8,1.2
CS(=O)(=O)N(CC(=O)Nc1ccc2c(c1)OCCO2)Cc1ccc(Cl)cc1,-1.1,-7.2,3.9,4.6,-0.1,3.1,0.4,4.8,-1.9
CCC(C)OC(=O)n1ccc(C(=O)Nc2nccs2)n1 (configuration not stated),1.0,4.1,-0.8,7.6,-0.9,10.3,6.5,-1.4,-3.8
Cc1ccc(-c2oc3ncnc(N)c3c2-c2ccc(C)cc2)cc1,/,-9.2,/,/,/,/,0.7,3.4,2.2
COc1ccc(OC)c(S(=O)(=O)N(C)CC(=O)Nc2ccc3c(c2)OCO3)c1,-4.3,-3.7,-5.5,2.1,-14.2,4.1,-2.7,15.8,-3.0
O=C(COc1ccc(Cl)cc1)Nc1ccc(Cl)cn1,-164.2,7.1,-27.6,2.3,17.6,-12.5,0.8,2.4,0.1
CCCCCCn1c(SCCCC)nc2c1c(=O)[nH]c(=O)n2C,6.8,0.9,-2.7,-22.5,1.1,-0.2,13.7,0.7,-0.5
CN(C)CC(C)(C)NS(=O)(=O)c1ccc(Cl)cc1,1.8,-3.3,7.5,9.8,-4.6,4.9,7.6,2.0,-1.1
O=C(C(Cc1ccccc1)n1cccc1)N1CCCCC1 (configuration not stated),-27.8,-9.9,5.7,-2.3,/,-8.8,-1.1,-0.1,0.1
CCCCSc1nc(CCC)cc(=O)[nH]1,3.0,-12.2,0.6,2.5,1.9,-7.6,-4.5,-3.2,/
Cc1nc2ncnn2c(C)c1CCC(=O)N1CCc2ccccc21,-30.3,-25.3,10.8,5.0,6.1,-5.4,-0.9,-4.2,0.4
COC(=O)CSCc1nc2ccccc2[nH]c1=O,12.1,-32.8,9.3,-11.8,-5.2,5.9,16.5,-0.6,-3.0
c1ccc(CCc2nc(-c3cccnc3)no2)cc1,-8.9,-2.7,2.7,-0.8,0.4,1.6,-6.6,-1.8,-1.4
CCOC(=O)N1CCN(C(=O)CSCC(=O)N=c2sc3ccccc3n2C)CC1,-1.4,-2.7,5.9,0.5,-9.8,20.1,14.7,-4.0,1.7
CCCCOC(=O)C1C2C=C[C@]3(CN(C(C)c4ccc(OC)cc4)C(=O)[C@H]13)O2 (some centres not stated),-5.8,6.5,3.0,4.4,13.2,6.2,-11.1,-0.6,1.9
CC1(C)CC(=O)C(C=NCCc2ccccn2)=C(O)C1,11.7,-1.6,-3.4,-18.4,7.4,10.2,-11.4,0.0,-1.5
O=C(CNC(=O)c1ccc(Cl)cc1Cl)NCC(=O)Nc1ccccc1N1CCOCC1,-23.6,-9.2,3.2,6.5,5.2,-14.6,0.8,-0.8,-1.6
CC1=CCP(=O)(c2ccccc2)C1 (configuration not stated),2.1,-0.5,-2.9,6.6,0.7,7.7,-1.0,-1.9,-2.7
C=C(c1ccc(OCCO)cc1)c1ccc(OCCO)cc1,-5.8,4.9,17.7,2.0,10.0,5.8,-13.8,0.0,1.0
Cc1cccc(NC(=O)N(Cc2nc3ccccc3c(=O)[nH]2)C2CCCC2)c1,-7.3,-10.0,1.3,20.0,-4.0,1.6,18.5,-0.1,0.9
COC(=O)Cn1nc(-c2ccccc2)c2ccccc21,10.8,-7.8,8.8,3.8,1.8,5.2,25.5,-2.4,-3.5
Cc1ccc(NS(=O)(=O)c2ccc3c(c2)oc(=O)n3C)cc1F,3.7,-8.0,8.4,2.0,/,2.6,4.6,-1.6,0.1
CS(=O)(=O)N(CC(=O)N1CCCCCC1)c1ccc2c(c1)OCCO2,4.1,-0.2,-2.8,1.7,18.0,-0.2,2.1,-1.3,-0.9

# Results in FXIa mix inh, for two of the compounds above:
structure | FXIa mix inh
C=C(c1ccc(OCCO)cc1)c1ccc(OCCO)cc1 | 17.7
Cc1cccc(NC(=O)N(Cc2nc3ccccc3c(=O)[nH]2)C2CCCC2)c1 | 1.3

# The listing continues.
SMILES,C1s inh,Cdc25B block,FXIa mix inh,FXIIa mix inh,CatL block,Cathepsin G inh,DUSP1 inh,Hsp90 block,HTR1A agonist
COc1ccc(C(=O)NCCC(C)C)cc1S(=O)(=O)N1CCOCC1,16.4,-7.4,-0.8,-2.8,12.1,4.1,0.0,-1.2,0.2
Cc1oc(-c2cccs2)[n+]([O-])c1C,-26.2,-4.2,-3.3,4.0,-6.7,-3.2,-17.4,-2.0,1.6
Cc1cc(S(=O)(=O)Nc2ccccc2C(=O)O)ccc1Cl,-8.2,-1.3,6.7,1.7,16.4,3.8,7.2,0.5,-2.9
CCN(CC)CCNC(=O)c1ccccc1C(=O)c1ncc[nH]1,3.8,-14.2,7.8,6.8,-7.5,0.9,11.8,-0.2,-1.1
NC(=O)C1CCN(C(c2ccccc2F)c2nnnn2Cc2ccco2)CC1 (configuration not stated),15.1,-8.0,2.8,-0.1,11.0,14.9,7.5,-2.5,0.9
CC(C)c1ccc(O)c(NC(=O)c2cncc(Br)c2)c1,-167.5,8.7,9.8,2.9,-6.1,-28.0,-0.5,1.3,2.1
O=C(O)[C@H](Cc1ccccc1)N1Cc2ccccc2C1=O,-21.9,-6.8,2.1,4.9,0.1,-11.6,5.2,1.5,8.8
CCSc1nnc(NC(=O)CSc2nnc(Cc3cccn3C)n2CCc2ccccc2)s1,2.0,-7.0,-1.2,5.0,1.5,8.3,-1.2,-2.0,-0.8
CC(C)OC(=O)CC(=O)c1sc2nc3c(cc2c1N)CN(C)CC3,-15.0,-7.7,-2.5,10.4,8.7,-3.4,16.5,-5.8,-1.0
CCOc1ccc(-n2c(SC)nc3c(c2=O)SCC3)cc1,-41.8,-4.8,9.4,6.3,7.0,-1.1,7.7,/,-0.5
CCc1cc(C(=O)OC)c(NC(=O)CC2NCCNC2=O)s1 (configuration not stated),3.2,-3.8,3.2,5.0,-2.2,-0.3,3.2,-3.7,-0.5
CCOC(=O)c1sc(NC(=O)CSc2ncccn2)c(C#N)c1C,4.3,-2.2,15.2,10.8,2.4,6.4,5.2,-18.7,-4.6
Cc1noc(C)c1COC(=O)c1ccc2c(c1)OCCO2,-4.7,-6.8,8.9,-4.1,14.8,5.4,6.9,-1.7,0.2
CCCN(CCC)C(=O)CSc1nc2n[nH]c(C)c2c(=N)n1-c1ccc(OC)cc1,/,0.5,/,/,/,/,35.5,0.4,0.0
CC(=O)Nc1ccc(N2C(=O)CC(N3CC(C)OC(C)C3)C2=O)cc1 (configuration not stated),-12.0,5.2,-0.5,-0.5,4.5,8.8,-9.8,0.5,-2.1
Cc1csc(NC(=O)CSc2nnc(-c3ccco3)n2C)n1,-87.7,-8.0,-14.5,9.2,16.4,-9.1,6.5,0.2,-3.7
COc1ccc(-c2nc(SC)n(C(=O)c3ccco3)n2)cc1,62.7*,-4.2,23.8*,4.2,/,20.0*,6.7,-3.3,-0.2
CC12C=CC3(CN(Cc4ccccc4)C(=O)C3C1C(=O)NCc1ccco1)O2 (configuration not stated),2.5,-4.5,3.7,7.1,/,0.8,5.8,-1.4,0.5
Cc1ccnc(NC(=O)CCC2CCCCC2)c1,-109.2,-18.7,-23.8,7.0,11.6,-7.8,2.6,-2.1,-2.6
CN(Cc1ccco1)C(=O)C(Cc1ccccc1)NS(=O)(=O)c1ccc2c(c1)CCC(=O)N2 (configuration not stated),-83.7,-4.2,-12.8,5.2,/,0.4,-0.1,-1.1,-3.9
Cc1cccc(OCc2nnc(SCC(=O)N3CCc4ccccc43)n2C)c1,-1.1,-9.8,9.5,5.3,-1.2,0.3,3.7,-1.9,0.4
COc1ccccc1-c1cc(C(F)(F)F)nc(N2CCN(c3ccc(F)cc3)CC2)n1,-12.9,-10.1,1.8,3.0,-5.2,-0.9,2.8,/,-3.4
COc1ccc(N2C(=O)[C@@H]3Cc4ccccc4CN3C2=O)cc1,11.8,1.0,4.3,12.0,5.5,10.4,-9.2,1.2,-0.6
O=C(OCn1nnc2ccccc2c1=O)C1COc2ccccc2O1 (configuration not stated),10.1,2.0,0.0,-17.2,7.9,9.6,32.2,-2.9,-3.4
COc1ccc(C2N=C(N)N=C(N)N2c2ccccc2)cc1OC (configuration not stated),-3.2,-13.6,1.5,4.8,2.0,-3.9,-4.2,1.0,-4.1
N#CC1=C(N)OC2=C(C(=O)CCC2)C1c1ccc(OC(=O)N2CCOCC2)cc1 (configuration not stated),1.6,-6.5,7.2,19.2,-9.0,3.0,13.1,-0.7,-1.4
CCOc1ccc(C(=O)Nn2cnnc2)cc1,-17.6,-6.3,-3.9,-3.4,1.7,7.1,-1.1,-2.9,0.2
CC(C(=O)OCn1nnc2ccccc2c1=O)N1C(=O)c2ccccc2C1=O (configuration not stated),-2.1,-20.6,3.5,3.7,9.9,2.1,8.7,-0.8,1.2
COCNc1nc(OCC#N)nc(N(C)C)n1,10.5,-17.5,4.4,16.0,7.8,6.6,0.7,-2.4,-1.7
COc1cccc(N(CC(=O)NC(C)c2ccccc2)S(C)(=O)=O)c1 (configuration not stated),-4.1,-18.1,13.4,1.8,/,-0.2,3.9,/,/
N#Cc1nc(-c2ccco2)oc1N1CCC(C(N)=O)CC1,-16.6,-4.5,9.0,6.5,-48.8,5.2,-17.4,-0.1,-0.5
Cc1cc(SCC(=O)NC(=O)NCc2ccco2)nc2c(C)cccc12,-2.2,5.0,5.0,0.6,25.9,3.9,26.2,-0.2,-2.4
COc1ccc(OC)c(NS(=O)(=O)Cc2ccccc2)c1,5.5,-6.4,-0.6,9.2,72.9*,9.8,14.1,25.4,0.8
Cc1cc(C)c2nc3c(c(C(=O)O)c2c1)CCC3,13.4,0.9,18.1,4.1,2.0,4.8,-0.8,3.1,-1.0
CN(CC(=O)N1CC=C(c2ccccc2)CC1)S(=O)(=O)c1cnc[nH]1,1.8,0.6,6.9,-18.3,-5.8,0.1,14.9,-3.0,-4.6
COc1ccc(NS(=O)(=O)c2ccc(N)c(C(=O)O)c2)cc1,-29.7,-12.8,2.4,1.5,-8.6,-0.8,-2.9,0.5,-3.7
Cc1ccc(S(=O)(=O)NCCn2c(C)cc3ccccc32)cc1,-2.5,4.9,-3.9,3.7,-4.5,6.6,24.2,-6.0,-5.6
O=C1NCCCc2nc(Oc3ccccc3)sc21,11.2,5.4,4.6,-13.9,/,10.1,-2.0,-4.3,-1.8
Cc1c(NC(=O)CC(O)(C(F)(F)F)C(F)(F)F)c(=O)n(-c2ccccc2)n1C,-172.8,-15.3,-32.1,0.2,9.4,-28.2,-6.6,-4.5,-0.9
COC(=O)C(NC(C)=O)(Nc1nc2c(s1)CCCC2)C(F)(F)F (configuration not stated),/,-5.6,/,/,13.4,/,-18.5,-4.4,-0.4
O=C(O)c1ccc(COc2ccc(CO)cc2Cl)cc1,-3.7,7.0,6.8,-17.6,-5.9,-0.9,-5.5,1.4,-3.2
CC(=O)Nc1ccc(S(=O)(=O)Nc2cccc(N(C)S(C)(=O)=O)c2)cc1,2.7,-4.9,8.7,3.4,-6.3,1.0,-8.5,-1.9,-3.4
O=C(NCCc1ccccc1)c1noc2c1CCc1ccccc1-2,26.4*,-2.2,36.3*,7.9,20.7,101.0*,26.8,-5.5,1.9
CCC(=O)Nc1ccc(-c2nn3c(C)nnc3s2)cc1,13.0,-1.5,2.8,2.5,0.8,8.2,4.5,-0.7,-2.8

# Shown with two lines to a compound: part of the list above.
# Under each structure: C1s inh | Cdc25B block | FXIa mix inh | FXIIa mix inh | CatL block | Cathepsin G inh | DUSP1 inh | Hsp90 block | HTR1A agonist
COC(=O)C(NC(C)=O)(Nc1nc2c(s1)CCCC2)C(F)(F)F (configuration not stated)
    / | -5.6 | / | / | 13.4 | / | -18.5 | -4.4 | -0.4
O=C(O)c1ccc(COc2ccc(CO)cc2Cl)cc1
    -3.7 | 7.0 | 6.8 | -17.6 | -5.9 | -0.9 | -5.5 | 1.4 | -3.2

# High-throughput results deposited in PubChem BioAssay by several laboratories.
